AID inh = Primary qHTS assay for inhibitors of Activation Induced Cytidine Deaminase (AID): AID signal; AID deamination FRET fluorescence, UDG-coupled, 4 h; Potency, µM (titrated, usually from 115 µM), for inactives: at the highest dose activity change, negative = inhibition, actives largely listed as inhibitors; actives 0.32% (n = 91,000); AID 1347428, 2020; also: nearly all actives have a fitted effect of over 25% in size
Target sequence (Q9GZX7 whole entry, looked up): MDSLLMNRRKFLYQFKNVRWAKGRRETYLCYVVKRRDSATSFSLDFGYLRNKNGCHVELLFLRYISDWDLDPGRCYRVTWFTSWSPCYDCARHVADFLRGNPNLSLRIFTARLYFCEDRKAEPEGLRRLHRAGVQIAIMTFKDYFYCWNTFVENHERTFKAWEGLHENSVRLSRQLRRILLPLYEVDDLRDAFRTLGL
UDG counter = Primary qHTS assay for inhibitors of Activation Induced Cytidine Deaminase (AID): UDG Counterscreen signal; Potency, µM (series often up to 115 µM), for the others: at the top dose activity change, negative = inhibition, most hits filed as inhibitors; actives 0.14% (n = 91,000); FRET deamination/UDG coupled assay, UDG read, 4 h; AID 1347430, 2020; also: nearly all actives have a fitted effect of over 65% in size
Numbers without * were called inactive; ? = inconclusive; & = joins results of further samples; [ ] = another dose, or the depositor's remark. Calls follow the shape of the dose curve; as a rule, active = well fitted curve in the direction sought with a large enough effect; inconclusive = small, poorly fitted or top-dose-only effect, or another doubt; inactive = no such curve, though single readings can be large; an effect the other way counts as inactive or inconclusive. % is scaled to controls: 0 for no effect and ±100 for the full control effect; potency is read from the fitted curve at half-maximal effect. These rows are one share of the data, so the mix of outcomes need not match the whole.

C(=N\C(/N=C/c1ccccc1)c1ccccc1)/c1ccccc1
  AID inh = 1%; UDG counter = 10%
COc1cc(SC)ccc1C(=O)OCC(=O)NCc1ccco1
  AID inh = -9%; UDG counter = -6%
CCSc1ncc(Cl)c(C(=O)Nc2sc3c(c2C(=O)NC)CCCC3)n1
  AID inh = 9%; UDG counter = -11%
Cc1ccc(S(=O)(=O)N2CCC(C(=O)N3CCC(CCc4ccc(O)cc4)CC3)CC2)c(C)c1
  AID inh = -2%; UDG counter = 12%
O=C(Cn1c(=O)n(-c2ccccc2)c(=O)c2ccc(C(=O)NCc3ccc4c(c3)OCO4)cc21)Nc1ccc(F)cc1
  AID inh = 12%; UDG counter = 8%
Cc1nn(C)c2c1c(-c1ccccc1)cc(=O)n2Cc1c(F)cccc1Cl
  AID inh = -30%; UDG counter = 1%
Cc1nc2ccc(NC(=O)c3nn(C(C)C)c(=O)c4ccccc34)cc2s1
  AID inh = 13%; UDG counter = 6%
Cc1c2cnn(CC(=O)N3CCN(c4ccccc4)CC3)c(=O)c2c(C)n1Cc1ccccc1Cl
  AID inh = 2%; UDG counter = 13%
Cc1cc(NC(=O)CSc2nnnn2-c2ccc(C)c(C)c2)n(-c2ccccc2)n1
  AID inh = -11%; UDG counter = -3%
CCC(Sc1nnc(-c2ccc(OC)cc2)c(-c2ccc(OC)cc2)n1)C(=O)NC1CCCCC1 (configuration not stated)
  AID inh = 11%; UDG counter = 25%

Cc1ccc2cc(CN(C)C(=O)c3cccc(Cl)c3)c(=O)[nH]c2c1
  AID inh = -3%&9%; UDG counter = -7%&-4%
CCOC(=O)CSc1nc2ccc(NC(=O)c3cccc(F)c3)cc2s1
  AID inh = 35%[activator]; UDG counter = 28%
CCN1CCOC(=O)C1CC(=O)Nc1ccc(C(C)=O)cc1 (configuration not stated)
  AID inh = 14%; UDG counter = -9%
CCN(CC)C(=O)c1ccccc1NS(=O)(=O)C(F)(F)F
  AID inh = 4%; UDG counter = 8%
CCOc1ccccc1Oc1coc2cc(OC(=O)c3ccc(F)cc3)ccc2c1=O
  AID inh = -10%; UDG counter = 7%
CCOC(=O)c1c(C)[nH]c(C)c1S(=O)(=O)N(C)CC(=O)Nc1cc(Cl)ccc1OC
  AID inh = -6%; UDG counter = -15%
CCOC(=O)c1ccc(NC(=O)CSc2nc3cc4ccccc4cc3[nH]2)cc1
  AID inh = -8%[57.5 µM]; UDG counter = -12%[57.5 µM]
O=C(NCc1ccccc1)c1cc2ccc3cccnc3c2[nH]1
  AID inh = -3%; UDG counter = -4%
N#C/C(=C/c1ccc2ncccc2c1)c1nc2ccccc2[nH]1
  AID inh = 2%; UDG counter = -6%
CCNC(=O)NC(=O)CN(CC)CC(C)C(=O)OC (configuration not stated)
  AID inh = -5%; UDG counter = -8%

CCc1ccc2c(c1)c(=O)c(S(=O)(=O)c1ccc(F)cc1)cn2CC(=O)Nc1ccc(C)cc1C
  AID inh = -22%; UDG counter = -5%
Cc1c(C(=O)N2CCOC(C)C2)cnn1-c1ccccc1F (configuration not stated)
  AID inh = -2%; UDG counter = 8%
Clc1cccc(-n2ncc3c(N4CCCCC4)ncnc32)c1
  AID inh = -21%; UDG counter = -14%
COc1ccc(NC(=O)c2sc3nc4n(c(=O)c3c2C)CCC4)cc1Cl
  AID inh = -9%; UDG counter = 6%
CC(=O)Nc1ccc(NC(=O)COC(=O)Cc2cccc3ccccc23)cc1
  AID inh = 5%; UDG counter = -5%
O=C(O)CC1(CC(=O)O)CCCC1
  AID inh = 1%; UDG counter = 2%
Cn1cc(S(=O)(=O)N2CCCCC2)cc1C(=O)N1CCN(c2ccc(F)cc2)CC1
  AID inh = -18%; UDG counter = -8%
O=c1c2cc3c(nc2ncn1Cc1ccccc1F)CCCC3
  AID inh = 30%[activator]; UDG counter = -4%
CCOC(=O)c1cc(-c2ccc(S(=O)(=O)Nc3c(C)cccc3C)s2)on1
  AID inh = 0%; UDG counter = -2%
O=C(NCc1cccs1)c1ccc2c(c1)OCCCO2
  AID inh = -3%; UDG counter = 1%

COc1ccc(C(C)=O)cc1CN1CCC(CN(C)Cc2ccccc2)CC1
  AID inh = -4%; UDG counter = -1%
Cc1nc(NC2CC2)sc1C(=O)NCCc1ccccc1
  AID inh = -8%; UDG counter = -5%
Cc1ccc(Cc2nc3ccccc3nc2SCC(=O)N2CCN(c3ccccc3)CC2)cc1
  AID inh = 21%; UDG counter = 1%
NNc1cc(C(F)(F)F)ccc1Cl
  AID inh = 0%; UDG counter = -11%
Cc1cccc(NC(=O)Cc2c(C)nc3nc(-c4cccs4)nn3c2C)c1C
  AID inh = -29%; UDG counter = -6%
CN(C)Cc1ccc(O)cc1
  AID inh = 0%; UDG counter = 4%
CCCOc1cccc(C(=O)Nc2ccc3oc(-c4cccnc4)nc3c2)c1
  AID inh = -1%; UDG counter = 27%
O=C(CCCCn1c(=O)c2ccccc2n(Cc2ccc(F)cc2Cl)c1=O)NCCc1ccc(Cl)cc1
  AID inh = 5%; UDG counter = -5%
O=C(CSc1nccn1Cc1ccc2c(c1)OCO2)Nc1ccccc1F
  AID inh = -15%; UDG counter = 0%
Cc1cc(=O)oc2cc(OCC(=O)Nc3ccc(O)c(C(=O)O)c3)ccc12
  AID inh = -18%; UDG counter = 4%

CNc1ccc(-c2nc(-c3ccccn3)no2)cc1[N+](=O)[O-]
  AID inh = -7%; UDG counter = ?
Cc1ccc(C)c(N2CCN(C(=O)c3ccc4[nH]c(C)c(C)c4c3)CC2)c1
  AID inh = -26%; UDG counter = 15%
CCN(c1ccccc1)S(=O)(=O)c1nnc(NC(=O)c2ccccc2)s1
  AID inh = 5%; UDG counter = 0%[57.5 µM]
O=S(=O)(CCSc1ccc(Br)cc1)c1ccc(Cl)cc1
  AID inh = -9%; UDG counter = -7%
CNC(=O)c1ccc(-c2nc(CN3CCN(C(=O)Nc4cccc(C)c4)CC3)c(C)o2)cc1
  AID inh = -2%; UDG counter = 0%
N#Cc1cccc(Oc2ccc(C(=O)c3ccccc3)cc2)c1C#N
  AID inh = -10%; UDG counter = -4%
COCCNC(=S)N/N=C/c1cc(OC)c(OC)cc1OC
  AID inh = 8%; UDG counter = 9%
COc1ccc(N)cc1OC1CCCC1
  AID inh = 15%; UDG counter = -8%
N#CC1(NC(=O)CNc2ccc(F)cc2Cl)CCCC1
  AID inh = 1%; UDG counter = 6%
COc1ccc(OCCCOc2ccc(Cl)cc2/C=N/NC(N)=O)cc1
  AID inh = -3%; UDG counter = -4%

O=C1c2ccccc2S(=O)(=O)N1Cc1nc(-c2ccc(Cl)cc2Cl)cs1
  AID inh = -7%; UDG counter = -6%
CC(C)CCC(CCNCc1ccco1)c1ccco1 (configuration not stated)
  AID inh = -5%; UDG counter = 1%
Cc1ccc(-c2nn(CC(=O)NCc3ccccc3)c3c2cnc2ccc(F)cc23)cc1C
  AID inh = 8%; UDG counter = 0%
NC(=S)Nc1cccc2ncccc12
  AID inh = 13%; UDG counter = -2%
CC(=O)NC(CC(=O)N(CC(F)(F)F)C1CC1)c1cccs1 (configuration not stated)
  AID inh = 3%; UDG counter = -2%
COc1ccc(-n2c(=O)c3c(c4cc(OC)ccc4n3C)n(CC(=O)NCC3CCCO3)c2=O)cc1 (configuration not stated)
  AID inh = -25%; UDG counter = -10%
COc1ccccc1CC(=O)Nc1ccc2nc(N3CCC(C)CC3)cc(C)c2c1
  AID inh = 8%; UDG counter = 3%
C=CCNS(=O)(=O)c1cccs1
  AID inh = 1%; UDG counter = -2%
COc1ccc(S(=O)(=O)NCC(=O)O)cc1OC
  AID inh = 0%; UDG counter = -4%
CCN(CC)C(=O)Cn1nnc2sc(-c3ccccc3)cc2c1=O
  AID inh = 17%; UDG counter = 0%

Laid out differently: 18 of the compounds above
The line under a structure holds: AID inh, UDG counter
Cc1cc(=O)oc2cc(OCC(=O)Nc3ccc(O)c(C(=O)O)c3)ccc12
    -18%, 4%
CNc1ccc(-c2nc(-c3ccccn3)no2)cc1[N+](=O)[O-]
    -7%, ?
Cc1ccc(C)c(N2CCN(C(=O)c3ccc4[nH]c(C)c(C)c4c3)CC2)c1
    -26%, 15%
CCN(c1ccccc1)S(=O)(=O)c1nnc(NC(=O)c2ccccc2)s1
    5%, 0%[57.5 µM]
O=S(=O)(CCSc1ccc(Br)cc1)c1ccc(Cl)cc1
    -9%, -7%
CNC(=O)c1ccc(-c2nc(CN3CCN(C(=O)Nc4cccc(C)c4)CC3)c(C)o2)cc1
    -2%, 0%
N#Cc1cccc(Oc2ccc(C(=O)c3ccccc3)cc2)c1C#N
    -10%, -4%
COCCNC(=S)N/N=C/c1cc(OC)c(OC)cc1OC
    8%, 9%
COc1ccc(N)cc1OC1CCCC1
    15%, -8%
N#CC1(NC(=O)CNc2ccc(F)cc2Cl)CCCC1
    1%, 6%
COc1ccc(OCCCOc2ccc(Cl)cc2/C=N/NC(N)=O)cc1
    -3%, -4%
O=C1c2ccccc2S(=O)(=O)N1Cc1nc(-c2ccc(Cl)cc2Cl)cs1
    -7%, -6%
CC(C)CCC(CCNCc1ccco1)c1ccco1 (configuration not stated)
    -5%, 1%
Cc1ccc(-c2nn(CC(=O)NCc3ccccc3)c3c2cnc2ccc(F)cc23)cc1C
    8%, 0%
NC(=S)Nc1cccc2ncccc12
    13%, -2%
CC(=O)NC(CC(=O)N(CC(F)(F)F)C1CC1)c1cccs1 (configuration not stated)
    3%, -2%
COc1ccc(-n2c(=O)c3c(c4cc(OC)ccc4n3C)n(CC(=O)NCC3CCCO3)c2=O)cc1 (configuration not stated)
    -25%, -10%
COc1ccccc1CC(=O)Nc1ccc2nc(N3CCC(C)CC3)cc(C)c2c1
    8%, 3%

Other compounds
CC1=C(C(=O)Nc2cc(Cl)ccc2C)C2(CCCCC2)OC1=O
  AID inh = 0%; UDG counter = 2%
CC(=O)N/C(=C/c1ccccc1)C(=O)OC(C)C(=O)NC(C)c1ccc(Cl)cc1Cl (configuration not stated)
  AID inh = -3%; UDG counter = 2%
Cc1ccc(S(C)(=O)=O)cc1C(=O)OCC(=O)C(C)(C)C
  AID inh = -3%; UDG counter = -3%
Cc1cc(C)c2c(=O)cc(C(=O)Nc3ccccc3Cl)oc2c1
  AID inh = 14%[57.5 µM]; UDG counter = 4%[57.5 µM]
CCCNC(=O)NC(=O)CN(C)C(C)C1CC1 (configuration not stated)
  AID inh = 5%; UDG counter = -5%
O=C(NCCSC1CCCC1)c1cccs1
  AID inh = 6%; UDG counter = 3%
Cc1ccccc1C(=O)OCCCN(C)C
  AID inh = 8%; UDG counter = 3%
COc1cccc(NC(=O)CCNS(=O)(=O)c2ccc3c(c2)oc(=O)n3C)c1
  AID inh = 14%; UDG counter = 2%
CCN(CC)CCCC(C)Nc1c2ccc(Cl)cc2nc2ccc(OC)cc12 (configuration not stated)
  AID inh = ?; UDG counter = -14%
CCOC(=O)c1c(-c2ccc(C)cc2)csc1NC(=O)c1ccc(C(C)(C)C)cc1
  AID inh = ?; UDG counter = -9%

CCCC(C)NC(=O)NC(C)c1cccc(Cl)c1 (configuration not stated)
  AID inh = 0%; UDG counter = -4%
O=C(O)c1ccc(-c2ccc(Cc3ccc(-c4ccc(C(=O)O)cc4)o3)o2)cc1
  AID inh = -10%; UDG counter = 2%
CCn1nc(C)c(CCN(C)C(=O)Nc2cc(Cl)ccc2C)c1C
  AID inh = -2%; UDG counter = -18%
CC1(C)N=C(c2ccc(Br)cc2)C(=S)N1
  AID inh = 1%; UDG counter = 1%
COc1ccc(NC(=O)C2CCCN(S(=O)(=O)c3ccc4c(c3)CCCN4C(C)=O)C2)cc1 (configuration not stated)
  AID inh = -7%; UDG counter = 29%
CCC(=O)N1CCc2cc(S(=O)(=O)NCCC(=O)NCc3ccc(OC)cc3)ccc21
  AID inh = -14%; UDG counter = 0%
CCCC(NC(C)=O)C12CC3CC(CC(C3)C1)C2 (configuration not stated)
  AID inh = -2%; UDG counter = -3%
CCCNC(=O)C1CCN(c2ncnc3c2nc2n3CCCCC2)CC1
  AID inh = 0%; UDG counter = 7%
CCCc1nn2c(=O)cc(COC(=O)c3ccc(NC(=O)COc4ccccc4F)cc3)nc2s1
  AID inh = 61%[activator]; UDG counter = 3%
CN(CC(=O)NC1CCCCNC1=O)Cc1c(F)cccc1Cl (configuration not stated)
  AID inh = 0%; UDG counter = -3%

COc1ccc(NC(=O)CSc2cn(CC(=O)N3CCCCC3)c3ccccc23)c(OC)c1
  AID inh = -3%; UDG counter = 0%
COc1ccc(NC(=O)Cc2sc(C)nc2-c2cccs2)cc1Cl
  AID inh = 0%; UDG counter = -12%
O=C(COCc1cc(-c2cccs2)on1)NCc1ccc(Cl)cc1
  AID inh = 10%; UDG counter = 32%[activator]
COc1ccccc1NC(=O)c1ccc2[nH]c(C)cc(=O)c2c1
  AID inh = -1%; UDG counter = 8%
CCCCCCCCOC(=O)/C(C#N)=C/c1c[nH]c2ccccc12
  AID inh = -15%; UDG counter = -15%
CSc1nn(CC(=O)Nc2ccc(C)cc2C)c(N)c1S(=O)(=O)c1ccc(Cl)cc1
  AID inh = ?; UDG counter = -15%
Cc1cc(Nc2ccccc2C)c2c([N+](=O)[O-])cc(C)c(C)c2n1
  AID inh = -6%; UDG counter = 2%
N#Cc1ccc(OCCOc2ccc3ccc(=O)oc3c2)cc1
  AID inh = -7%; UDG counter = 1%
Cc1c(C)[n+](=O)c2cc(F)c(F)cc2n1[O-]
  AID inh = 10%; UDG counter = -11%
Cc1ccccc1-c1[nH]c2ccc(C(C)(C)C)cc2c1C=O
  AID inh = -5%; UDG counter = -6%
COc1cc(/C=C(/C#N)C(=O)O)ccc1OC(=O)c1cccs1
  AID inh = -7%; UDG counter = 1%
Cc1ccc(NC(=O)Cn2c(=O)n(CC3CCC(C(=O)NC(C)C)CC3)c(=O)c3sccc32)cc1 (configuration not stated)
  AID inh = 24%; UDG counter = 1%

Source: PubChem BioAssay (National Center for Advancing Translational Sciences (NCATS))
